Bioassay records from PubChem BioAssay.
TrxR1 substrate = is turned over as a substrate by rat TrxR1 | O89049 | purified TrxR1 substrate turnover, NADPH consumption readout | Potency, µM (doses to about 114 µM), for inactives: top-dose activity change, negative = substrate turnover | 390,000 compounds, 0.01% hits | AID 588456; further: on the % scale 0 is the no-effect control and ±100 the full control effect; nearly all actives have a fitted effect of over 50% in size
Target sequence (O89049 whole entry, looked up): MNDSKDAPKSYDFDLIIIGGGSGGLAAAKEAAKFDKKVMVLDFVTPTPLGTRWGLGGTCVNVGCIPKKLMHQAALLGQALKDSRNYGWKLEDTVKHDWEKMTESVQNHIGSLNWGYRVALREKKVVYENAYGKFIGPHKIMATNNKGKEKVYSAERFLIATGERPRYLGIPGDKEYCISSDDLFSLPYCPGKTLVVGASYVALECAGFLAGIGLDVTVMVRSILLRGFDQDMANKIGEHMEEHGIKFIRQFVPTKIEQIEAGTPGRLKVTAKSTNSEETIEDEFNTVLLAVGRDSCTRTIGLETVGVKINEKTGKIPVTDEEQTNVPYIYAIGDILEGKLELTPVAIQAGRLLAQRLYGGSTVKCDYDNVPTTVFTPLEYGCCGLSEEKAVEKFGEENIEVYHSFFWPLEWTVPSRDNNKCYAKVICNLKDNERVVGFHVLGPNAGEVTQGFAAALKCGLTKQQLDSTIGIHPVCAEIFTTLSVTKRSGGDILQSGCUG
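Rat TrxR1, dispensed at 90 nM, was prereduced with 400 uM NADPH (final) for 5 min at ~22 deg C, then incubated with compound 15 min before 400 uM selenite. A first-read NADPH fluorescence drop versus no-compound background flagged substrates.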
TrxR1 inh = inhibitors of rat thioredoxin reductase 1 | O89049 | recombinant rTrxR1, NADPH fluorescence consumption, selenite substrate | Potency, µM (titrated, usually from 114 µM), for the others: at the highest dose activity change, negative = inhibition, hits mostly inhibitors | 390,000 compounds, 1% hits | AID 588453; further: on the % scale 0 is the no-effect control and ±100 the full control effect; nearly all actives have a fitted effect of over 65% in size
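Rat TrxR1 (90 nM in the dispensed reagent) was pre-reduced with 400 uM NADPH for 5 min at room temperature, then incubated with compound for 15 min. After 400 uM selenite was added, NADPH fluorescence (Ex 340/Em 450 nm) was followed for 8 min.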
Vif-A3F inh = blocks the Vif interaction with APOBEC3F. Potency, µM (top dose mostly 46.1 µM), for the others: at the top dose activity, negative = active. 390,000 compounds, 0.2% hits. AID 602313. HeLa A3F-eYFP + Vif (tagged APOBEC3F with the HIV-1 protein that degrades it), YFP fluorescence increase; further: % of control where 0% means no effect; nearly all actives have a fitted effect of over 65% in size
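HeLa cells stably expressing Vif plus C-terminally eYFP-tagged A3F were seeded, incubated overnight at 37 deg C, dosed with compound, incubated overnight again at 37 deg C. Yellow fluorescence (Ex 488/Em 500-530) reported blocked Vif-mediated A3F-eYFP degradation.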
IDH1 R132H inh = human IDH1 R132H inhibition. IDH1-R132H enzyme, NADPH consumption, diaphorase/resazurin fluorescence. 390,000 compounds, 0.093% hits. Potency, µM (series often up to 76.6 µM), inactives show at the highest dose activity change, negative = inhibition, hits mostly inhibitors. O75874; further: on the % scale 0 is the no-effect control and ±100 the full control effect; nearly all actives have a fitted effect of over 65% in size
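IDH1-R132H (0.5 ug/mL dispensed) in pH 7.5 Tris buffer was preincubated 30 min with compound, then given a substrate mix of 0.016 mM NADPH and 2 mM alpha-KG for 80 min at room temperature; remaining NADPH was read by diaphorase/resazurin fluorescence.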
Vif-A3G inh = Vif-A3G binding inhibition; Q9HC16; HeLa A3G-eYFP + Vif (tagged APOBEC3G with the HIV-1 protein that degrades it), YFP fluorescence, overnight; Potency, µM (doses to about 46.1 µM), for inactives: at the top dose activity, negative = active, actives largely listed as inhibitors; 410,000 compounds, 0.076% hits; AID 602310;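 further: on the % scale 0 is the no-effect control and ±100 the full control effect; nearly all actives have a fitted effect of over 60% in size; hits raise eYFP signal because A3G escapes Vif-driven loss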
Target sequence (Q9HC16 whole entry, looked up): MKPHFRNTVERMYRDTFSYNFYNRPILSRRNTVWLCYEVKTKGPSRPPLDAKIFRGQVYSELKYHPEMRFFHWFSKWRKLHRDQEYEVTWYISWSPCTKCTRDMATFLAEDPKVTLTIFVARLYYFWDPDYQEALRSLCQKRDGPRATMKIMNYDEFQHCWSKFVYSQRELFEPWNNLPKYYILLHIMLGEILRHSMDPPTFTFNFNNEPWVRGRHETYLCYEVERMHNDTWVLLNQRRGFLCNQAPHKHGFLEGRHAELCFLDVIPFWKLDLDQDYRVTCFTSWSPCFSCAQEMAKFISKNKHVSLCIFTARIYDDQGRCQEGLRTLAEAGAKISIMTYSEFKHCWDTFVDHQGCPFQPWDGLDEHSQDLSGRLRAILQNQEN
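HeLa cells stably expressing Vif and C-terminally eYFP-tagged A3G, seeded overnight at 37 deg C, then exposed to compound by pintool overnight at 37 deg C. Rise in yellow fluorescence (Ex 488/Em 500-530, Acumen) marks blocked Vif-driven A3G degradation.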
RGS4 inhibitor = inhibitors of human regulator of G protein signaling 4 | P49798 | Transcreener GDP fluorescence polarization, RGS4-accelerated GTP hydrolysis | Potency, µM (top dose mostly 114 µM), inactives show top-dose activity change, negative = inhibition, usual class: inhibitors | 390,000 compounds, 0.039% hits | AID 504845; further: on the % scale 0 is the no-effect control and ±100 the full control effect; nearly all actives have a fitted effect of over 75% in size; some results filed as inactive show a strong effect at the top dose
Target sequence (P49798 whole entry, looked up): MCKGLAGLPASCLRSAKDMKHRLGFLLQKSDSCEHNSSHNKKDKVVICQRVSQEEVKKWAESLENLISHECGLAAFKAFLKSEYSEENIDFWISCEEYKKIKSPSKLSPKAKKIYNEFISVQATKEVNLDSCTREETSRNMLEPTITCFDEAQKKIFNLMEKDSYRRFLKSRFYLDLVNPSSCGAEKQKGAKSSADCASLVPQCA
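MLSMR compounds (23 nl, pin-transferred) preincubated 10 min at room temperature with a 500nM (2x) first reagent, then RGS4 at 900nM (2x) plus Transcreener GDP mix added; fluorescence polarization (620/688 nm) read before and after 90 min at 30 °C.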
USP1 inh = inhibitors of human USP1/UAF1 deubiquitinase; O94782; recombinant USP1/UAF1, Ub-Rhodamine cleavage fluorescence; Potency, µM (doses to about 57.1 µM), without a hit: top-dose activity change, negative = inhibition, actives largely listed as inhibitors; 390,000 compounds, 0.23% hits; further: on the % scale 0 is the no-effect control and ±100 the full control effect; nearly all actives have a fitted effect of over 60% in size; inactives centre near -12
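1 nM enzyme complex + cpd, 15 min RT; start with Ub-Rho 150nM final; kinetic fluorescence ex 480/em 540, 6 reads q60 s. Buffer 50mM HEPES pH 7.8, 0.5mM EDTA, 0.1 mg/ml BSA, 1mM TCEP, 0.01% Tween-20.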
RXFP1 ag = activates the human relaxin receptor RXFP1 | Q9HBX9 | HEK293T-RXFP1 cAMP TR-FRET, 30 min; response scale: percent of porcine relaxin response, buffer zero | Potency, µM (highest dose often 57.5 µM), inactives show at the top dose activation, usual class: activators | 370,000 compounds, 0.3% hits | AID 2676; further: on the % scale 0 is the no-effect control and ±100 the full control effect; nearly all actives have a fitted effect of over 60% in size; many of its hits are not listed in these tables
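cAMP rise read by TR-FRET after 30 min, 37C compound exposure (up to 58 uM) in RXFP1-transfected HEK293 cells with Ro 20174 present. EC50 from Hill-equation fits, with 29 nM porcine relaxin as 100% and buffer as basal.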
12-LOX inh = blocks human arachidonate 12S-lipoxygenase; purified 12hLO, xylenol orange hydroperoxide absorbance; P18054; 580,000 compounds, 1.1% hits; Potency, µM (series often up to 108 µM), inactives show at the top dose activity change, negative = inhibition, actives largely listed as inhibitors; further: on the % scale 0 is the no-effect control and ±100 the full control effect
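Purified human 12hLO at 150 nM in 25 mM Hepes, 0.01% Triton X-100, pH 7.0, preincubated 15 min at room temperature with compound. Reaction started with 40 uM arachidonic acid, 30 min at room temperature. Hydroperoxide measured by Fe-xylenol orange, 573/405 nm absorbance ratio.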
Active calls of the source: *; u = inconclusive; x = not tested or not shown; & = joins results of further samples; [ ] = dose if it differs, or a comment. The call rests on the fitted dose curve; in most records, active means well fitted curve in the direction sought with a large enough effect; inconclusive means small, poorly fitted or top-dose-only effect, or another doubt; inactive means no such curve, though single readings can be large; an effect the other way counts as inactive or inconclusive. Potency means the concentration at half of the fitted maximal effect. A portion of the library; rates above refer to the full screens.

SMILES	TrxR1 substrate	TrxR1 inh	Vif-A3F inh	IDH1 R132H inh	Vif-A3G inh	RGS4 inhibitor	USP1 inh	RXFP1 ag	12-LOX inh
O=C(CCNS(=O)(=O)c1cccs1)NCc1ccco1	-1%[57.1 µM]	u	3%	3%	2%	-12%	-14%	1.0%	u
CC1CCN(CC(O)COc2cccc(F)c2)CC1 (stereo not drawn)	2%	13%	-16%	11%	3%	-4%	u	0.2%	-2%
Cc1ccccc1C(=O)OCC(=O)NCc1ccco1	10%[57.1 µM]	-24%	-1%	1%	-3%	10%	0%	x	u
CC1CN(c2nc3ccccc3cc2-c2ccccc2)CC(C)O1 (stereo not drawn)	11%[57.1 µM]	15%[57.1 µM]	-2%	-3%	-9%	18%	-29%	-0.9%	3%
CCCN(CCC)CCCNC(=O)Cn1cnc2sc(C)c(S(=O)(=O)N3CCC(C)CC3)c2c1=O	0%&2%	9%&25%	4%&3%	19%&-16%	3%&-1%	13%&11%	-15%&3%	0.3%&-1.5%	-45%&-11%
Cc1cc(C)cc(-n2ncc3c2CCCC3NC(=O)c2csnn2)c1 (stereo not drawn)	5%	18%	-3%	-13%	1%	24%	-25%	1.0%	-5%
COCCCNC(=O)CC(NS(=O)(=O)c1ccc(F)cc1)c1ccc(OC)cc1 (stereo not drawn)	10%	11%	1%	2%	2%	-3%	1%	0.1%	12%
Cc1cccc(N2CC(C(=O)Nc3nnc(SCC(=O)Nc4cc(C)on4)s3)CC2=O)c1 (stereo not drawn)	11%[57.1 µM]	39%[57.1 µM]	8%	0%	0%	-23%	-5%	1.7%	11%
Cc1cc(C(=O)Nc2ccc3c(c2)OCCO3)co1	6%	29%	-4%	0%	0%	-18%	-10%	-0.6%	15%
S=c1[nH]nc(COc2ccccc2)n1C1CCCCC1	-9%[57.1 µM]	-5%[57.1 µM]	-5%	7%	-1%	-30%	-19%	-1.6%	u
Cc1nc(NCCCO)c(C#N)c2c1COC(C)(C)C2	75%[activator][57.1 µM]	-6%[57.1 µM]	5%	4%	-1%	-31%	-11%	0.7%	-7%
COc1ccc(-c2ccc3sc4ccccc4c(=O)c3c2)cn1	7%	13%	6%	-11%	-4%	-11%	-26%	x	-12%
CCn1c(C2CCN(Cc3ccccc3)CC2)n[nH]c1=S	6%[57.1 µM]	5%[57.1 µM]	-6%	1%	-3%	-10%	0%	-0.6%	-14%
COc1ccc(CCNc2nc(C)c(C(C)=O)s2)cc1OC	-4%	-14%	1%	-2%	-3%	u	u	-4.4%	x
O=C(OCc1ccc(Br)cc1)c1cccc(-c2nnc(-c3ccccc3)o2)c1	-7%	0%	-1%	0%	0%	9%	-8%	1.0%	3%
CSc1ccccc1NC(=O)CN(C)CC(=O)Nc1ccccc1N1CCOCC1	8%[57.1 µM]	23%[57.1 µM]	-18%	1%	-10%	3%	-17%	-1.8%	0%
C[C@H]1COC(=O)[C@@H](CC(=O)OC(C)(C)C)C/C=C\C[C@@H](CC(=O)N(CCO)Cc2ccccc2)C(=O)N1	0%	0%	-6%	4%	0%	8%	-9%	x	4%
CCOCCCn1c(=S)[nH]c2cc(C(=O)NCC(OC)OC)ccc2c1=O	-6%	-6%	13%	-11%	3%	23%	-2%	-2.8%	-7%
CCOC(=O)c1c(C)[nH]c(C)c1S(=O)(=O)N1CCCC(C(=O)N2CCN(c3ccccc3F)CC2)C1 (stereo not drawn)	-10%[57.1 µM]	-3%[57.1 µM]	-5%	-14%	6%	3%	-22%	0.6%	-24%
Cc1cc(=O)oc2cc(OCC(=O)N3CC(C)OC(C)C3)ccc12 (stereo not drawn)	7%[57.1 µM]	17%[57.1 µM]	-8%	5%	-2%	-38%	-19%	0.6%	0%
COc1ccc(CN(C)C(=O)Cc2ccc(OC)c(S(=O)(=O)N3CCOCC3)c2)cc1OC	4%	5%	-2%	8%	-5%	4%	-5%	1.4%	-2%
Cc1ccc(C)c(NC(=O)Cc2coc3cc(C)cc(C)c23)c1	-4%	-1%	2%	10%	3%	23%	3%	0.4%	4%
COc1ccc(N2CC(NC(=O)Cc3cccs3)CC2=O)cc1 (stereo not drawn)	7%[57.1 µM]	11%[57.1 µM]	7%	9%	0%	-26%	u	0.3%	-12%
O=C(NC1CC1)c1cccc(NC(=O)C2CCC2)c1	-5%	-6%	-1%	10%[38.3 µM]	7%	12%	-8%	x	-3%
Cc1ccc(NC(=O)/C(C#N)=C/c2cccs2)c(C)c1	9%[57.1 µM]	6%[57.1 µM]	-10%	2%	-1%	15%	-14%	1.4%	-21%

Record cards, as listed above:
Cc1ccc(NC(=O)/C(C#N)=C/c2cccs2)c(C)c1 across the screens: TrxR1 substrate = 9%[57.1 µM]; TrxR1 inh = 6%[57.1 µM]; Vif-A3F inh = -10%; IDH1 R132H inh = 2%; Vif-A3G inh = -1%; RGS4 inhibitor = 15%; USP1 inh = -14%; RXFP1 ag = 1.4%; 12-LOX inh = -21%
COc1ccc(CN(C)C(=O)Cc2ccc(OC)c(S(=O)(=O)N3CCOCC3)c2)cc1OC across the screens: TrxR1 substrate = 4%; TrxR1 inh = 5%; Vif-A3F inh = -2%; IDH1 R132H inh = 8%; Vif-A3G inh = -5%; RGS4 inhibitor = 4%; USP1 inh = -5%; RXFP1 ag = 1.4%; 12-LOX inh = -2%

Carrying on.
SMILES	TrxR1 substrate	TrxR1 inh	Vif-A3F inh	IDH1 R132H inh	Vif-A3G inh	RGS4 inhibitor	USP1 inh	RXFP1 ag	12-LOX inh
CC(=O)c1ccc(OCCCN2CCCCC2)cc1	4%	15%	5%	-5%	0%	3%	-15%	-0.3%	u
Cc1ccc(C(=O)NC(=S)N2CCN(c3cc(C)ccc3C)CC2)cc1	-15%	-19%	4%	7%	-9%	-22%	-17%	0.4%	74%[activator]
COCCCNC(=O)C[C@H]1C[C@H](C(=O)N2CCCCC2)[C@@]2(C)c3[nH]c4ccc(Cl)cc4c3CCN2C1=O	-1%	-1%	0%	4%	-5%	-12%	-26%	x	u
CC1C(=O)Nc2ccc(S(=O)(=O)N3CCN(c4cccc(Cl)c4)CC3)cc2NC1=O (stereo not drawn)	4%[57.1 µM]	-9%[57.1 µM]	-18%	-13%	-4%	13%	-23%	-0.5%	-8%
CC1(C)N=C(N)N=C(N)N1c1cccc(CC(=O)Nc2ccccc2)c1	x	x	-6%	-4%	-4%	x	-7%	x	8%
COc1ccc(/C=N/NC(=O)CC(=O)NCc2cccnc2)cc1	0%	-3%	7%	3%	-5%	-27%	-2%	-0.7%	7%
Cc1cc(C)c(OCCCCN2CCNCC2)c(C)c1	8%	33%	3%	5%	-1%	-16%	-23%	-0.5%	u
COc1ccc(CC(=O)NCC2(c3ccc(OC)c(OC)c3)CCCC2)cc1	15%[57.1 µM]	23%[57.1 µM]	-7%	4%	-1%	11%	-13%	1.4%	-1%
CSc1ccc(-c2nnn(Cc3ccc(Br)cc3)n2)cc1	1%	2%	x	5%	-2%	-30%	-17%	-0.3%	-14%
CN1CCN(C(=S)Nc2ccc(Oc3ccccc3)cc2)CC1	7%	17%	-4%	-4%	-1%	-16%	-13%	-0.5%	-16%
O=C(O)C1Nc2c(C(=O)N3CCOCC3)cccc2C2C=CCC12 (stereo not drawn)	-7%	1.6µM*	-15%	2%	3%	-28%	u	16%	x
O=C(/C=C/c1ccc(Br)cc1)N1CCN(c2cccc(C(F)(F)F)c2)CC1	-4%	32%	0%	7%	2%	-13%	-23%	-0.3%	-23%
O=C(NCc1ccccc1)c1cccc(NC(=O)C2CC2)c1	-1%	4%	-4%	14%	-2%	-8%	-24%	x	31%[activator]
CC(=O)N1c2ccc(S(=O)(=O)NCCC(=O)N3CCCC(C)C3)cc2CC1C (stereo not drawn)	-2%	-7%	-2%	-3%	-4%	-46%[56.9 µM]	-28%	2.5%	-4%
CCCCN(C(=O)CCC(=O)Nc1cc(C)on1)C(C(=O)NC1CCCC1)c1ccccc1C (stereo not drawn)	6%[57.1 µM]	13%[57.1 µM]	13%	-20%	-1%	-48%	-22%	0.0%	-2%
Cc1ccc2nsnc2c1S(=O)(=O)N(Cc1ccco1)Cc1cc2cccc(C)c2[nH]c1=O	18%	-8%	-13%	0%	0%	-3%	-15%	3.4%	0%
COc1ccc(-c2csc(NC(=O)CS(=O)(=O)c3ccc(F)cc3)n2)cc1OC	-6%	-7%	1%	3%	0%	-27%	-4%	2.0%	7%
N#Cc1c(C(F)(F)F)cc(-c2ccc(F)cc2)[nH]c1=O	415%[activator][57.1 µM]	-18%[57.1 µM]	-10%	0%	-6%	18%	-1%	12%	-8%
COc1ccccc1OCC(=O)NNC(=O)Nc1ccccc1	7%[11.4 µM]	14%[11.4 µM]	4%	0%	-4%	-20%	-17%	x	210%[activator]
O=C(CN(Cc1ccccc1)C(=O)CCl)c1cccc(Br)c1	-5%	14µM*	0%	2%	u	-39%	-22%	-1.0%	-22%
Cn1c(=O)c2c(nc(CN3CCN(c4ccccc4F)CC3)n2Cc2ccccc2F)n(C)c1=O	2%	13%	9%	1%	3%	7%	-17%	-0.6%	-18%
CCOc1ccc(-c2nc(CSc3nnc(C)s3)cs2)cc1OC	4%[57.1 µM]	-9%[57.1 µM]	6%	3%	-1%	19%	-8%	10%	49%[activator]
